From PubChem
PREPL inh = inhibits the human prolyl oligopeptidase-like enzyme. Q4J6C6. 320,000 tested, 0.68% active. inhibition, % at 5.96 µM. recombinant PREPL, fluorescence polarization activity-based probe; in the data active means inhibition above about 43%;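 further: 0% = enzyme with DMSO and 100% = wells lacking enzyme; many of its hits are not listed in these tables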
LYPLA2 inh = LYPLA2 (human) inhibition in PME1 counter-screen | 320,000 tested, 0.38% active | recombinant LYPLA2, FP-Rh probe fluorescence polarization | inhibition, % at 5.9 µM | AID 2177;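 active means inhibition above the screen-wide mean plus 3 SD, limit set per campaign, cut at about 26% in these data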;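 further: 0% = LYPLA2 with DMSO and 100% = wells lacking LYPLA2 enzyme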
PAFAH2 FP inh = PAFAH2 (human) inhibition; recombinant PAFAH2, FP-rhodamine activity probe, fluorescence polarization; inhibition, % at 3.39 µM; 340,000 tested, 0.99% active;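 active means inhibition above the mean over all tested compounds plus 3 SD, cut at about 30% in these data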;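 further: inhibitors block probe labeling of enzyme so polarization drops; 0% = enzyme with DMSO and 100% = wells lacking PAFAH2 protein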
PAFAH1B2 inh = blocks human PAF acetylhydrolase 1b catalytic subunit 2; P68402; recombinant PAFAH1B2, FP-rhodamine activity probe, fluorescence polarization; inhibition, % at 3.39 µM; 340,000 tested, 1.2% active; AID 492953;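 active means inhibition above the mean of all tested compounds plus 3 SD, cut at about 24% in these data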;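 further: 0% = enzyme with DMSO and 100% = wells lacking PAFAH1B2; many of its hits are not listed in these tables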
Target sequence (P68402 whole entry, looked up): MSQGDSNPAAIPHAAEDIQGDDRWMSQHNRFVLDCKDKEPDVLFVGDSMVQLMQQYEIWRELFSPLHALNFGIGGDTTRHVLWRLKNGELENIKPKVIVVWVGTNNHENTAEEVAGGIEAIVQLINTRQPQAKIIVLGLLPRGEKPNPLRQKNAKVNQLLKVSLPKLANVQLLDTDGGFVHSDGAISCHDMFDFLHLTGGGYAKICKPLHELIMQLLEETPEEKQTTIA
pPAFAH inh = inhibitors of human plasma PAF acetylhydrolase (pPAFAH). recombinant pPAFAH, FP-rhodamine probe fluorescence polarization. inhibition, % at 3.39 µM. 330,000 tested, 1.5% active. AID 463082;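 active means inhibition above the mean inhibition across the screen plus 3 SD, cut at about 25% in these data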;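 further: inhibitors block binding of the rhodamine activity-based probe so polarization drops; 0% = enzyme with DMSO and 100% = wells lacking pPAFAH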
Target sequence (Q13093 whole entry, looked up): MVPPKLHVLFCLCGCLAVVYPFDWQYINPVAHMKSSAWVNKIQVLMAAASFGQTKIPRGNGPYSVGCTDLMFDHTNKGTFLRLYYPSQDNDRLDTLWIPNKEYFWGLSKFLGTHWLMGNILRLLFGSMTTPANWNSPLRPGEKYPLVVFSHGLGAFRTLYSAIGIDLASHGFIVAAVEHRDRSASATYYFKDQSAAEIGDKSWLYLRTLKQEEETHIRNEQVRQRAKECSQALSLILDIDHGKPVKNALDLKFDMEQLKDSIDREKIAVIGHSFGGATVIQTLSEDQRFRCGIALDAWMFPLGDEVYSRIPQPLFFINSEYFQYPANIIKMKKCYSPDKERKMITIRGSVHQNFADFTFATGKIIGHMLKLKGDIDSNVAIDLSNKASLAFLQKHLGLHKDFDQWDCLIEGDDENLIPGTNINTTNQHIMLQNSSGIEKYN
PAD4 inh = PAD4 (human) enzyme inhibition. Q9UM07. recombinant PAD4, RCA probe fluorescence polarization. inhibition, % at 6.36 µM. 330,000 tested, 0.41% active;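 active means percent inhibition above a cutoff equal to the mean of all tested compounds plus 3 SD, cut at about 15% in these data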;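 further: 0% = PAD4 with RCA probe and DMSO and 100% = probe without PAD4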
LYPLA1 counter = LYPLA1 (human) inhibition in PME1 counter-screen | 320,000 tested, 0.16% active | inhibition, % at 5.9 µM | recombinant LYPLA1, FP-Rh probe fluorescence polarization;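 active means inhibition above the mean of all tested compounds plus 3 SD, set per campaign, cut at about 14% in these data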;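 further: inhibitors block serine hydrolase probe labeling of LYPLA1 so polarization falls; 0% = enzyme with DMSO and 100% = wells lacking LYPLA1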
Target sequence (O75608 whole entry, looked up): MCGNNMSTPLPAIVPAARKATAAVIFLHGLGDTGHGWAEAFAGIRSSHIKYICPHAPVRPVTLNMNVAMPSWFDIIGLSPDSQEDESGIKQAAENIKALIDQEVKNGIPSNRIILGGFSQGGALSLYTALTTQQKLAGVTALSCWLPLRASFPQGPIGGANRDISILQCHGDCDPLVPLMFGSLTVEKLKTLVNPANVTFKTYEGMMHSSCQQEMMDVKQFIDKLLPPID
GSTO1 inh = GSTO1 inhibition, counter-screen for RBBP9 inhibitors. recombinant GSTO1, activity-based probe fluorescence polarization. inhibition, % at 5.96 µM. 300,000 tested, 1.1% active. AID 1974;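 active means inhibition above the campaign mean inhibition plus 3 SD, cut at about 35% in these data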;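 further: 0% = GSTO1-1 with DMSO and 100% = wells lacking GSTO1-1 enzyme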
PAFAH1B3 FP inh = blocks human PAF acetylhydrolase 1B catalytic subunit 3; Q15102; recombinant PAFAH1B3, FP-rhodamine probe, fluorescence polarization; inhibition, % at 3.39 µM; 340,000 tested, 0.28% active; AID 492972;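 active means inhibition above the screen-wide average of all tested compounds plus 3 SD, cut at about 25% in these data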;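 further: 0% = enzyme with DMSO only and 100% = wells lacking PAFAH1B3 protein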
An asterisk follows results filed as active; . = not tested or not shown.

# | Structure | PREPL inh | LYPLA2 inh | PAFAH2 FP inh | PAFAH1B2 inh | pPAFAH inh
1 | COc1cc(-c2cc(-c3ccc(F)cc3)nc(N)c2C#N)ccc1O | 13 | 3 | 1 | 1 | 8
2 | O=C(Nc1nc2ccsc2c(=O)s1)C1CCC1 | 9 | 7 | . | . | 36*
3 | Cc1cccc(NC(=O)C2C3C=CC4(O3)C2C(=O)N(CCCN2CCCC2)C4C(=O)NC2CCCC(C)C2C)c1 (centres undefined) | 9 | 5 | -8 | 8 | 0
4 | CCc1cc(C(=O)NC2CCCc3c2cnn3-c2cccc(C)c2C)n(C)n1 (centres undefined) | 1 | 2 | . | . | 4
5 | Cc1ccc(S(=O)(=O)N2CCCCC2)cc1NC(=O)CSc1ncn[nH]1 | 10 | 9 | 4 | 4 | 1
6 | COc1ccc(-c2csc(CCn3nc(C)cc3C)n2)cc1OC | 2 | -2 | -7 | -2 | 4
7 | COc1ccc(NC(=S)NCC2CCCO2)c(OC)c1 (centres undefined) | -1 | -4 | 5 | -1 | 1
8 | CC(C)NC(=O)CN1CCC(c2ccccc2)C(O)C1 (centres undefined) | -2 | 0 | -7 | -1 | 7

# | PAD4 inh | LYPLA1 counter | GSTO1 inh | PAFAH1B3 FP inh
1 | -4 | -5 | -4 | -1
2 | 7 | 1 | 11 | .
3 | -5 | 6 | 5 | 6
4 | -1 | 3 | 3 | .
5 | -4 | 0 | 10 | 6
6 | -3 | 4 | -6 | -2
7 | -2 | -2 | -7 | 4
8 | 2 | -1 | -3 | 4

# | Structure | PREPL inh | LYPLA2 inh | PAFAH2 FP inh | PAFAH1B2 inh | pPAFAH inh
9 | c1ccc(CNc2nc(NCc3ccccc3)c3ccccc3n2)cc1 | 29 | -5 | 3 | 4 | 1
10 | COC(=O)CSc1nnc(CNC(=O)c2cc(OC)c(OC)c(OC)c2)n1C | 1 | 2 | -6 | 4 | 6
11 | O=C(COc1cccc2c1CCNC2=O)Nc1cccc(F)c1 | 6 | -3 | 1 | 3 | -6
12 | CCn1c(N2CCN(C(=O)Nc3ccc(F)cc3)CC2)nc2ccccc21 | 3 | 5 | 2 | 5 | -4
13 | CCCS(=O)(=O)Nc1cccc(-c2ccc3nnc(C)n3n2)c1 | -5 | 3 | 1 | 6 | 2
14 | CC(NC(=O)COC(=O)C1CCCCC1)c1ccccc1 (centres undefined) | 8 | . | 36* | 8 | 8
15 | O=C(Nc1ccccc1O)c1cc(S(=O)(=O)N2CCOCC2)c(Cl)cc1Cl | 3 | -5 | 7 | 16 | 0
16 | O=C(O)CN1C(=O)C(=O)N(Cc2c(F)cccc2Cl)C1=O | -11 | -10 | 3 | 3 | -1

# | PAD4 inh | LYPLA1 counter | GSTO1 inh | PAFAH1B3 FP inh
9 | -3 | -4 | -16 | 6
10 | -3 | -3 | -5 | 2
11 | -2 | -3 | -4 | 0
12 | 0 | -1 | 4 | 9
13 | -1 | -3 | 8 | 6
14 | 2 | . | . | 9
15 | 0 | -2 | 10 | 7
16 | -4 | 1 | 4 | 8

# | Structure | PREPL inh | LYPLA2 inh | PAFAH2 FP inh | PAFAH1B2 inh | pPAFAH inh
17 | Cc1ccc(C(=O)CSc2nnc(-c3cccnc3)n2N)cc1 | 2 | 4 | 8 | -3 | 4
18 | CCn1c(SCC(=O)N/N=C/C=C/c2ccccc2[N+](=O)[O-])nnc1-c1ccc(Cl)cc1 | 22 | -3 | . | . | 5
19 | O=C(Nc1ccccc1)c1ccccc1OCc1ccc(F)cc1 | -11 | -1 | -2 | 2 | 0
20 | Cc1ccc(NC(=O)CCc2ccc(C)o2)c(C)c1 | 6 | -12 | -4 | 5 | -7
21 | Cc1c(Cl)cccc1NC(=S)NCCC(c1ccccc1)c1ccccc1 | -4 | -57 | -30 | -20 | -14
22 | COCc1nnc(NC(=O)C2CCN(C(=O)c3ccco3)CC2)s1 | 12 | -1 | -2 | -2 | 1
23 | Cc1cc(C(=O)Nc2ccccc2)oc(=O)c1 | 0 | 2 | 7 | 4 | -3
24 | CCC(CC)C(=O)c1c[nH]c(C(=O)NCc2cccs2)c1 | -8 | 3 | -1 | 5 | 5

# | PAD4 inh | LYPLA1 counter | GSTO1 inh | PAFAH1B3 FP inh
17 | 1 | -2 | 2 | 5
18 | -1 | -2 | 2 | .
19 | -4 | 0 | -2 | 7
20 | 5 | -6 | 8 | 4
21 | -2 | -24 | -19 | -30
22 | -6 | 0 | 2 | 1
23 | 0 | -1 | 9 | 2
24 | -2 | 0 | 7 | 10

# | Structure | PREPL inh | LYPLA2 inh | PAFAH2 FP inh | PAFAH1B2 inh | pPAFAH inh
25 | Cc1cc(C(=O)NCc2cccs2)no1 | 7 | 9 | 4 | 1 | 8
26 | O=C1CC(NC(=O)C(F)(F)F)c2cc3c(cc21)OCO3 (centres undefined) | 2 | 2 | 0 | 6 | 8
27 | CN(Cc1ccccc1)S(=O)(=O)c1ccc(Cl)c(C(=O)OCC(N)=O)c1 | 4 | 4 | -4 | 1 | 2
28 | CCCCc1c(O)c2ccccc2[nH]c1=O | 4 | -5 | -5 | 0 | -4
29 | O=C(CSc1nnc(CNC(=O)c2ccccc2F)o1)NCCc1ccccc1 | 3 | 7 | 54* | 4 | -4
30 | COC(=O)c1sc(NC(=S)NC(=O)c2ccccc2Cl)nc1C | 2 | -1 | 7 | -3 | 7
31 | Cc1cc(C(F)(F)F)c2c(C)nn(CCc3nn[nH]n3)c2n1 | -1 | -1 | 8 | 2 | 4
32 | Cc1ccc2c(c1)C(c1ccc(O)cc1)(c1ccc(O)cc1)C(=O)N2C | -1 | -6 | -2 | 4 | -2

# | PAD4 inh | LYPLA1 counter | GSTO1 inh | PAFAH1B3 FP inh
25 | -2 | 5 | 2 | 2
26 | -5 | 2 | 1 | 5
27 | -1 | -2 | 5 | -3
28 | 2 | 3 | 5 | -1
29 | -4 | 3 | 0 | 6
30 | -4 | -2 | -12 | 8
31 | 3 | -2 | -1 | 5
32 | -2 | -2 | -9 | 11

# | Structure | PREPL inh | LYPLA2 inh | PAFAH2 FP inh | PAFAH1B2 inh | pPAFAH inh
33 | CCCCC(c1nnnn1C1CCCC1)N1CCN(C(=O)c2ccco2)CC1 (centres undefined) | 8 | -1 | -6 | 3 | 6
34 | O=C(CO/N=C/c1ccccc1OC(F)F)NCc1ccco1 | 1 | 6 | -33 | 1 | -2
35 | COc1ccc(C(=O)CCC(C)(C)[N+](=O)[O-])cc1OC | -7 | -1 | 0 | -1 | 1
36 | O=C1CC(/C=C/c2ccc([N+](=O)[O-])cc2)=Nc2ccccc2N1 | 23 | -6 | 2 | 3 | 2
37 | COC(=O)C[C@H](NC(=O)Cn1cnc(C(=O)Nc2ccc(C)c(C)c2)n1)C(=O)OC | . | . | -5 | 3 | 3
38 | NC(=S)N/N=C/c1cc([N+](=O)[O-])ccc1Cl | 14 | 2 | 5 | 6 | 5
39 | O=[N+]([O-])c1ccc(OCn2cncn2)cc1 | 0 | 8 | -2 | 10 | 6
40 | Cc1cc(NS(=O)(=O)c2ccc(NC(=O)Cc3ccc([N+](=O)[O-])cc3)cc2)nc(C)n1 | 2 | . | 3 | -1 | 10

# | PAD4 inh | LYPLA1 counter | GSTO1 inh | PAFAH1B3 FP inh
33 | -3 | 2 | -3 | 6
34 | 5 | 1 | -1 | 3
35 | 3 | -1 | -3 | 8
36 | 0 | -5 | 0 | 4
37 | 2 | . | . | 5
38 | -4 | 3 | 1 | 15
39 | 0 | -1 | 2 | 5
40 | 1 | . | . | 8

# | Structure | PREPL inh | LYPLA2 inh | PAFAH2 FP inh | PAFAH1B2 inh | pPAFAH inh
41 | COc1ccc(/C=C2\Sc3ccc(C(=O)NC4CC4)cc3N(C)C2=O)cc1OC | 23 | 8 | -3 | 0 | 7
42 | CCOC(=O)c1sc(SC)c2c1CCCC2=O | 2 | 1 | 2 | -1 | 2
43 | COc1ccc(S(=O)(=O)N(C)C)cc1NC(=O)c1ccc2c(c1)OCCO2 | -1 | 0 | 5 | 2 | 0
44 | O=C(CNC(=O)c1ccccc1)NCC(c1ccco1)N1CCCC1 (centres undefined) | 16 | . | -6 | -2 | 0
45 | O=c1sc2ccccc2n1CCOc1ccccc1 | -6 | 10 | 2 | -4 | 3
46 | Cc1cc(C)c(S(=O)(=O)/N=C2\C=C(Nc3ccc(C(=O)O)cc3)C(=O)c3ccccc32)c(C)c1 | 33 | 11 | 36* | 26* | 42*
47 | Cc1nc2c(C)cccc2cc1C(=O)N/N=C/c1ccc(O)cc1 | 5 | -2 | 2 | -6 | 1
48 | O=c1oc2c(CN3CCOCC3)c(O)c(Cl)cc2c2c1CCCC2 | 0 | -12 | 9 | 3 | 4

# | PAD4 inh | LYPLA1 counter | GSTO1 inh | PAFAH1B3 FP inh
41 | -9 | 4 | -7 | 1
42 | -1 | -1 | 5 | 9
43 | 2 | -3 | . | 3
44 | -9 | . | . | 2
45 | 1 | 0 | 0 | 3
46 | 53* | -5 | 85* | 60*
47 | -2 | -1 | -1 | 3
48 | -9 | -1 | -4 | -11

Next part, overlapping the part above by four compounds.
# | Structure | PREPL inh | LYPLA2 inh | PAFAH2 FP inh | PAFAH1B2 inh | pPAFAH inh
45 | O=c1sc2ccccc2n1CCOc1ccccc1 | -6 | 10 | 2 | -4 | 3
46 | Cc1cc(C)c(S(=O)(=O)/N=C2\C=C(Nc3ccc(C(=O)O)cc3)C(=O)c3ccccc32)c(C)c1 | 33 | 11 | 36* | 26* | 42*
47 | Cc1nc2c(C)cccc2cc1C(=O)N/N=C/c1ccc(O)cc1 | 5 | -2 | 2 | -6 | 1
48 | O=c1oc2c(CN3CCOCC3)c(O)c(Cl)cc2c2c1CCCC2 | 0 | -12 | 9 | 3 | 4
49 | O=C(N/N=C/c1cn(-c2ccccc2)nc1-c1cccs1)c1ccccc1F | -9 | -57 | -24 | -3 | 2
50 | Cc1cccc(C2c3[nH]c4ccccc4c3CCN2C(=O)c2ocnc2C)n1 (centres undefined) | 1 | -6 | 5 | 5 | 4
51 | Cc1cc(C(=O)NNc2ccc(F)cc2F)no1 | 6 | 2 | 3 | 0 | 1
52 | O=[N+]([O-])c1ccc2nccn2c1 | -3 | -3 | -3 | 5 | -3
53 | C=CCn1c(SCc2csc(-c3ccc(Cl)cc3)n2)nnc1-c1ccccc1OC | 13 | -4 | 7 | 13 | 11
54 | Cc1ccc(-c2csc3nc4cc(C(N)=O)ccc4c(=O)n23)cc1 | 18 | -1 | -5 | -1 | -1
55 | CC1c2cc3c(cc2CCN1CC(=O)Nc1ccc(S(=O)(=O)N2CCCC2)cc1)OCCCO3 (centres undefined) | -2 | -1 | 0 | 3 | 1
56 | CC(=O)Nc1ccc(NC(=O)CSc2nc(=O)n3cccc(C)c3n2)cc1 | 5 | 2 | -4 | 1 | -3

# | PAD4 inh | LYPLA1 counter | GSTO1 inh | PAFAH1B3 FP inh
45 | 1 | 0 | 0 | 3
46 | 53* | -5 | 85* | 60*
47 | -2 | -1 | -1 | 3
48 | -9 | -1 | -4 | -11
49 | -1 | -33 | -18 | 6
50 | 2 | 4 | -1 | 11
51 | 2 | -3 | -2 | -2
52 | 0 | -1 | -3 | 3
53 | -6 | -3 | 2 | 4
54 | 0 | -1 | 31 | 1
55 | 2 | -5 | -5 | 5
56 | -5 | 1 | -1 | 6

These rows are one share of the data; count on the stated rates, not on these rows.
